Screens as filed in PubChem BioAssay.
CRFR2-BP antag: antagonists of CRF-binding protein/CRF-R2 receptor complex; HEK293 CRF-R2/CRF-BP, CRF-induced calcium fluorescence; actives 0.59% (n = 350,000); AID 588475; inhibition, % at 11.8 µM;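 active = inhibition of the ligand-induced calcium signal above about 50% at the single tested concentration, limit read from the data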
M5 ag: agonists of human muscarinic M5 receptor (CHRM5) | P08912 | CHO-K1 hM5 cells, Fluo-8 calcium fluorescence; 0% DMSO wells, 100% maximal acetylcholine response | activation, % at 3 µM | actives 0.19% (n = 360,000) | AID 624037;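 active = activation above the run's mean over test compounds plus 3 SD, cut at about 23% in these data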;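 also: signal is peak over basal fluorescence ratio across the kinetic read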
Target sequence (P08912 whole entry, looked up): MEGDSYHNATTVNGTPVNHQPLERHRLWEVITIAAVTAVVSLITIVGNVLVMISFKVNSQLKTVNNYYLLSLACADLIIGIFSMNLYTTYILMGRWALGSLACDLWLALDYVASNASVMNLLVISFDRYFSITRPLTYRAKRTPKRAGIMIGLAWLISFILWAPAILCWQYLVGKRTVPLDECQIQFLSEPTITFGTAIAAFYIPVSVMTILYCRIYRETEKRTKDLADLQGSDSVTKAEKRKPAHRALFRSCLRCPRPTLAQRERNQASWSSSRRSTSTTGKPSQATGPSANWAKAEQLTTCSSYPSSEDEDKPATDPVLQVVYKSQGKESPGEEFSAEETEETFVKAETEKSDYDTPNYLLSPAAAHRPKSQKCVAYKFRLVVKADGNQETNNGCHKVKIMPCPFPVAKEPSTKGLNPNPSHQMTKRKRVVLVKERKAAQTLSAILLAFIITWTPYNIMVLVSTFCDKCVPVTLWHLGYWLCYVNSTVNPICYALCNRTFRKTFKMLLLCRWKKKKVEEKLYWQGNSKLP
M5 antag: blocks acetylcholine activation of human M5 receptor. inhibition, % at 3 µM. AID 624040. CHO-hM5 cells, Fluo-8 calcium fluorescence, ACh EC80. P08912. actives 0.59% (n = 360,000);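 active = inhibition above a per-plate cutoff, the mean of that plate's test compounds plus 3 SD, cut at about 27% in these data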;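 also: 0% = acetylcholine EC80 with DMSO and 100% = DMSO without agonist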
M4 PAM: potentiates acetylcholine response at human M4 receptor; P08173; CHO-K1 hM4/Gqi5, Fluo-8 calcium fluorescence, ACh EC20; 0% = ACh EC20, 100% = maximal ACh; activation, % at 3 µM; actives 0.4% (n = 360,000);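 active = activation above its plate's cutoff, the mean activation of sample wells plus 3 SD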; also: some results filed as inactive read as strong as hits
CHRM1 PAM: human CHRM1 positive allosteric modulation; activation, % at 3 µM; actives 0.088% (n = 360,000); AID 588819; P11229; CHO-K1 hM1, Fluo-8 calcium fluorescence, ACh EC20; 0% = ACh EC20, 100% = maximal ACh; in the data active = activation above about 19%, passing the limit was not always enough
M4 ag: agonists of human muscarinic M4 receptor (CHRM4); CHO-K1 hM4/Gqi5, Fluo-8 calcium fluorescence; vehicle 0%, full acetylcholine response 100%; activation, % at 3 µM; actives 0.14% (n = 360,000); AID 624127;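 active = activation above the run mean over all test wells plus 3 SD, cut at about 32% in these data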;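 also: peak over basal fluorescence ratio per well then scaled between controls; 0% = DMSO wells and 100% = acetylcholine at EC100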
CRFR2-BP ag: agonists of human CRF-binding protein/CRF-R2 receptor complex; HEK293 CRF-R2/CRF-BP, calcium dye fluorescence (FLIPR); percent of saturating CRF peptide response; activation, % at 13.2 µM; actives 0.46% (n = 350,000);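 active = activation of at least 50%, plus an integration ratio under a set limit after plate pattern correction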;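 also: plate controls were neutral control wells without compound for no effect and CRF at EC100 for full effect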
M5 PAM: positive allosteric modulators of human muscarinic M5 receptor. P08912. CHO-K1 hM5, Fluo-8 calcium, ACh EC20 PAM; 0% = ACh EC20, 100% = ACh EC100. activation, % at 3 µM. actives 0.3% (n = 360,000). AID 624038;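 active = activation above the run cutoff, the mean activation of all test compounds plus 3 SD, cut at about 18% in these data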
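System: CHO-K1 cell line with stable human muscarinic M5 receptor expression | Also added: EC20 acetylcholine as agonist stimulus | Compound: One concentration, 3 µM final (nominal) | Timing: Fluo-8 loading 80 min at 37 °C plus 30 min room temperature | Measured by: Fluo-8 calcium dye fluorescence, kinetic read | Read-out basis: % activation, ACh-normalized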
M4 antag: blocks acetylcholine activation of human M4 receptor. P08173. CHO-hM4 cells, ACh EC80, Fluo-8 calcium fluorescence. inhibition, % at 3 µM. actives 0.73% (n = 360,000);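 active = inhibition above its plate's cutoff, the mean inhibition of sample wells plus 3 SD, cut at about 27% in these data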;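 also: 0% = acetylcholine EC80 with DMSO and 100% = DMSO without agonist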
An asterisk follows results filed as active; / = no result given.

smiles	CRFR2-BP antag	M5 ag	M5 antag	M4 PAM	CHRM1 PAM	M4 ag	CRFR2-BP ag	M5 PAM	M4 antag
O=C(NCc1ccc(F)cc1)c1ccc(S(=O)(=O)N2CCCC2)cc1	-2	1	-1	-8	-7	2	-3.5	-3	3
CC(C)(C)c1ccc(OCc2ccc(C(=O)N/N=C3\CC4CC=CC34)cc2)cc1 (configuration not stated)	-35	-2	-2	6	8	1	-0.1	5	2
Nn1c(COc2ccccc2F)nnc1SCC(=O)NC1CCCCC1	4	2	-4	9	6	1	-0.6	3	-10
CCc1nc2c(=O)[nH]cnc2o1	-1	0	0	-2	2	0	4.3	-1	1
O=C1CN(C(=O)NCC(=O)N[C@@H](Cc2ccccc2)C(=O)O)c2ccccc2N1	9	3	3	1	5	3	-1.2	-4	-6
COc1ccc(C2CCCN2C(=S)Nc2cccc(C)c2)cc1OC (configuration not stated)	-13	0	5	-8	10	1	0.3	0	16
CCOc1ccc(S(=O)(=O)NC(C)C(=O)NCc2ccccn2)cc1 (configuration not stated)	-6	-5	20	-3	14	2	-2.8	-3	-6
CC(C)c1ccc(N(CC(=O)N2CCOCC2)S(C)(=O)=O)cc1	30	6	-6	3	1	1	-2.0	2	-4
CCC(=O)Nc1ccc(C(=O)N2CCN(C(=O)c3ccco3)CC2)cc1	-37	-1	3	6	-2	0	0.3	2	-2
CCN1C(=O)CSC1=Nc1ccc(C(=O)OC)cc1	-5	0	0	5	5	1	-0.8	0	-1
COc1ccc(C(CNC(=O)c2cc(C)on2)N(C)C)cc1 (configuration not stated)	19	-5	3	-5	12	0	-1.3	2	-2
Cc1ccc(Cl)cc1NC(=O)c1ccccc1OCC(=O)Nc1ccc(Cl)cc1	-9	-4	8	5	3	1	2.9	-4	3
COc1cccc(CNc2cc(CSc3ccc(Cl)cc3)nc(C)n2)c1	21	-3	8	-2	-7	7	-1.7	-11	-8
O=C(O)CNC(=S)N(Cc1ccccc1Cl)C1CCCCC1	-13	0	5	4	8	1	-1.3	2	0
CC(C)N(C(=O)[C@H]1C[C@H](CC(=O)NC(C)(C)C)C(=O)N2CCc3c([nH]c4cc(-c5ccco5)ccc34)[C@]12C)C(C)C	14	3	-10	2	9	0	1.7	5	-6
Cc1cccc(C(=O)NC(=S)Nc2cccc3nc(C)ccc23)c1	-21	-4	14	-3	5	7	-0.1	-8	-4
Cc1ccc(SCc2cc(=O)n(C)[nH]2)cc1	2	1	-3	0	11	1	0.3	2	-3
COc1ccc(C(=O)OCC(=O)NCC2CCCO2)c(F)c1 (configuration not stated)	-1	0	2	-5	6	0	0.3	2	6
CCn1c(CC(=O)Nc2ccccc2F)nnc1SCC(=O)NC1CCCCC1	-23	-1	-6	2	16	2	1.2	0	-12
CC(=O)c1cc(OC(=O)N2CCOCC2)ccc1OC(=O)N1CCOCC1	10	-5	0	1	5	0	-1.1	-3	-4
O=C(Nc1ccc(Cl)c(Cl)c1)C1CCN(C(=O)c2ccco2)CC1	-9	6	8	-3	2	13	-2.2	-9	3
Cc1ccc(NC(=O)COc2ccccc2C#N)cc1S(=O)(=O)N1CCCCCC1	-2	7	14	-7	-11	21	2.1	-29	1
CC(=O)c1c(C)[nH]c(C(=O)NCC2CCCCC2)c1C	-8	-1	5	4	6	3	4.7	-2	-12
Cc1cc(C(=O)OC(C)C(=O)N2CCc3ccccc32)ccc1[N+](=O)[O-] (configuration not stated)	9	-5	3	-1	-1	5	-0.9	-11	-3
Cc1ccc2c(CN3CCN(S(=O)(=O)c4ccc(Cl)cc4)CC3)cc(=O)oc2c1C	5	-2	5	5	3	0	1.5	-8	-4
Cc1c(C(=O)NCCSCc2ccccc2Cl)cccc1[N+](=O)[O-]	8	-1	2	-2	-3	6	-1.4	-7	-3
CC(C)(C)C(=O)CN1C(=O)NC2(CCCc3ccccc32)C1=O (configuration not stated)	-20	-1	-3	2	6	0	-0.4	7	3
CC12CCC(C(=O)N(CCCCN3CCN(Cc4ccccc4)CC3)C1=O)C2(C)C (configuration not stated)	-22	-6	15	-13	-1	1	1.5	-9	19
Cc1cccc(Cc2cnc(NC(=O)C3=NCCN3)s2)c1	-6	-2	-5	-7	5	2	0.6	3	4
CCN(CC(=O)NC(C)(C)C)Cc1nc2c(Br)cc(Br)cc2c(=O)[nH]1	-4	0	6	0	5	3	4.1	-1	-2
CCOc1ccc2oc(C(=O)Nc3ccc(N4CCOCC4)cc3)c(C)c2c1	-17	17	1	-10	-11	9	-0.7	-28	3
O=C1c2ccccc2C(Nc2ccc3c(c2)OCCO3)N1c1ccccn1 (configuration not stated)	6	-1	-1	-3	0	0	0.0	-4	-12
CC1(C)Cc2ccccc2/C(=C/C(=O)N2CCCCCC2)N1	-5	-3	-1	-1	-5	-1	0.5	-2	0
CN1C(C(=O)NCc2ccco2)=CC(c2ccc(F)cc2)=NS1(=O)=O	-2	-3	-1	-1	11	2	-1.8	0	1
COC(=O)N/N=C/c1cc(N=Nc2ccccc2Cl)ccc1O	9	-1	11	-10	1	2	0.5	2	13
COc1ccc(NC(=O)C(Cc2ccccc2)n2cccc2)c(OC)c1 (configuration not stated)	4	-6	4	2	6	1	0.3	3	4
CCOc1ccc2nc(NC(=O)C3(C)CC3(Br)Br)sc2c1 (configuration not stated)	-7	1	5	-15	-10	8	12	-10	-1
CC(=O)N1CCn2c3c(c4cc(C)ccc42)CCCC31 (configuration not stated)	-1	-5	4	-2	10	0	2.8	0	-5
Cc1nn(Cc2ccccc2Cl)c(C)c1C(=O)NCc1ccco1	1	-7	-7	11	2	1	-1.4	4	-26
C[C@H](NC(=O)c1nc[nH]c1C(=O)NC[C@@H](C)O)c1ccccc1	-9	1	-8	9	6	1	-1.0	0	-13
Cc1ccc(S(=O)(=O)N2C[C@@H](C)[C@]3(C2)[C@H](O)[C@H](OC(=O)Nc2c(C)noc2C)C[C@H]2C(=O)N(c4ccccc4)C(=O)[C@H]23)cc1	6	1	6	1	15	0	-1.5	-6	-7
Cc1cc(/C=C2\SC(=Nc3ccc(F)cc3)NC2=O)c(C)n1-c1ccc(S(N)(=O)=O)cc1	-4	0	-6	-1	-2	0	-1.2	-3	-3
CCCCCCCCN1C(=O)[C@H](CC(=O)N2CCN(C(=O)c3ccco3)CC2)C[C@@]2(C(=O)OC)CCCCC=C12	/	1	-2	-6	/	4	/	3	5
NS(=O)(=O)c1cnccc1Oc1cccc(Cl)c1	7	3	-8	-1	3	1	-1.4	11	-2
O=C(O)C1=C[C@H](c2cccs2)C[C@H](OCc2ccc(CO)cc2)O1	4	2	2	2	-2	2	-2.1	2	4
CCc1ccccc1NC(=O)c1cc2sccc2n1C	9	-3	6	-5	-2	0	-1.1	-5	0
Cc1ccc(/C=C/c2ccc(=O)n(Cc3ccccc3Cl)n2)cc1	7	-1	2	11	0	0	2.6	3	0
CC(=O)N(C(C)=O)c1ccc2nc(C)[nH]c(=O)c2c1	16	0	-6	6	-3	1	-1.2	3	2

Next section; the last 2 above are carried over.
smiles	CRFR2-BP antag	M5 ag	M5 antag	M4 PAM	CHRM1 PAM	M4 ag	CRFR2-BP ag	M5 PAM	M4 antag
Cc1ccc(/C=C/c2ccc(=O)n(Cc3ccccc3Cl)n2)cc1	7	-1	2	11	0	0	2.6	3	0
CC(=O)N(C(C)=O)c1ccc2nc(C)[nH]c(=O)c2c1	16	0	-6	6	-3	1	-1.2	3	2
Cc1cccc(C(=O)OCC(=O)NCCCc2ccccc2)c1O	5	0	-3	9	11	1	-0.7	9	-11
NS(=O)(=O)c1ccc(NC(=O)CSc2ccccn2)cc1	-2	-1	-8	22	6	1	-2.4	9	5
CCN(CC)C(=O)CSc1nnc(-c2cnccn2)n1-c1ccccc1	25	-2	2	7	5	2	-0.2	-2	-6
COc1ccc(OC)c(NC(=O)COC(=O)CCC2CCCC2)c1	1	0	1	10	0	-1	0.2	3	2
COc1ccc(S(=O)(=O)NC(=O)C2(C)CCN2C(=O)Cc2cccc3ccccc23)cc1 (configuration not stated)	/	0	-1	0	11	0	/	1	-2
Cc1cccc(NC(=O)CSCC(=O)Nc2cc(Cl)ccc2N2CCOCC2)c1	-10	-1	4	1	7	5	-0.6	-7	11
CCCCNS(=O)(=O)c1cc2c3c(c1)CCN3C(=O)CC2	-18	-3	9	6	10	1	-1.7	-4	1
CCCC[C@@H]1CNC(=S)N1CCCC	2	-3	10	8	18	6	-1.8	3	4

Gathered by group: the compounds so far containing an aryl methoxy group
smiles	CRFR2-BP antag	M5 ag	M5 antag	M4 PAM	CHRM1 PAM	M4 ag	CRFR2-BP ag	M5 PAM	M4 antag
COc1ccc(C2CCCN2C(=S)Nc2cccc(C)c2)cc1OC (configuration not stated)	-13	0	5	-8	10	1	0.3	0	16
COc1ccc(C(CNC(=O)c2cc(C)on2)N(C)C)cc1 (configuration not stated)	19	-5	3	-5	12	0	-1.3	2	-2
COc1cccc(CNc2cc(CSc3ccc(Cl)cc3)nc(C)n2)c1	21	-3	8	-2	-7	7	-1.7	-11	-8
COc1ccc(C(=O)OCC(=O)NCC2CCCO2)c(F)c1 (configuration not stated)	-1	0	2	-5	6	0	0.3	2	6
COc1ccc(NC(=O)C(Cc2ccccc2)n2cccc2)c(OC)c1 (configuration not stated)	4	-6	4	2	6	1	0.3	3	4
COc1ccc(OC)c(NC(=O)COC(=O)CCC2CCCC2)c1	1	0	1	10	0	-1	0.2	3	2
COc1ccc(S(=O)(=O)NC(=O)C2(C)CCN2C(=O)Cc2cccc3ccccc23)cc1 (configuration not stated)	/	0	-1	0	11	0	/	1	-2
